# From PubChem
# ARNT TACC3 PPI: ARNT/TACC3 interaction disruption | Q9Y6A5 | AlphaScreen His-ARNT PAS-B/GST-TACC3 binding, luminescence; TACC3 fragment carries E629A point mutation | hit rate 0.66% among 390,000 | inhibition, % at 9.99 µM;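 active means mean inhibition of replicates at least 50% and at least half of replicates each reaching 50%; inconclusive means half or more replicates reach 50% but mean below 50%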;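 further: 0% = complete ARNT plus TACC3 wells and 100% = ARNT alone without TACC3; many hits fall short of the cut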
# PAX8 inh HTS: inhibitors of PAX8 transcriptional activity in RMG-I cells; hit rate 1.2% among 360,000; inhibition, % at 12.6 µM; AID 652154; RMG-I TPO-luciferase reporter, SteadyGlo, 24 h;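 active means mean replicate inhibition at least 60% with every replicate also reaching 60%; inconclusive means only one of the two criteria is met; inactive means mean below 60% and not all replicates reaching 60%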;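 further: luciferase light reporting Pax8 driven TPO promoter activity; plate controls were median of neutral control wells for no effect and mitoxantrone controls for full effect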
# Cneo AK release: Cryptococcus neoformans lysis via adenylate kinase release; C. neoformans lysis, adenylate kinase release luminescence, 4 h; normalised: neutral wells 0, clomiphene wells 100; lysis activity, % at 15 µM; hit rate 0.2% among 360,000; AID 651654;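 active means mean lysis activity across replicates of at least 80%, whatever share of replicates individually reach that level; inactive means mean lysis activity below 80%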
#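 Test system: log-phase Cryptococcus neoformans yeast cells. Input: 5 × 10^6 yeast cells/mL. Medium: fresh YPD growth medium. Doses: single dose. Incubation: static 4 h at 37 °C with compound, 1 h detection. Measured by: luminescent adenylate kinase detection reagent. Read-out: signal increase indicating cell lysis. Benchmarks: Clomiphene.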
# PGC1a acetyl inh: PGC1a acetylation modulation, inhibitor mode; U2OS PGC1a acetylation, AlphaScreen anti-acetyl-lysine; with virally co-expressed GCN5 acetyltransferase; inhibition, % at 15.6 µM; hit rate 0.17% among 350,000; AID 651687;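 active means every replicate shows inhibition of at least 40%; inconclusive means mean inhibition at least 40% but some replicate below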;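 further: 0% = neutral control wells and 100% = positive control wells; some results beyond the cut were filed as inactive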
# PglD inh: PglD (C. jejuni) enzyme inhibition. purified PglD enzyme, DTNB colorimetric CoA detection. inhibition, % at 12.5 µM. hit rate 0.098% among 360,000. AID 602405; in the data active means inhibition above about 16%, passing the limit was not always enough; inconclusive means no clear call, values can overlap the other calls; further: strong numbers were not always called active
# LGR2 antag: inhibitors of bursicon-induced Drosophila LGR2 receptor cAMP signaling | HEK293 LGR2, CRE-luciferase, bursicon-stimulated, 4 h | inhibition, % at 9.99 µM | hit rate 0.35% among 380,000 | AID 720647;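 active means drop in luminescence signal, shown as inhibition above about 50% in the replicate tests, limit read from the data, passing the limit was not always enough; inconclusive means probably only some replicates passing the limit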;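 further: agonist challenge used bursicon conditioned medium at about half maximal strength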
# INS-1E GSIS act: primary screen for activators of insulin secretion dependent on glucose, INS-1E cells, GLuc reporter luminescence | INS-1E GLuc reporter insulin secretion, 2-3 h | activation, % at 16.6 µM | hit rate 0.61% among 370,000;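 active means lowest replicate activation of at least 40%, so every replicate reaches that level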;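 further: 0% = median of neutral control wells and 100% = median of IBMX positive control wells; some compounds called inactive have numbers as strong as hits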
# Statin myotox sup: suppression of simvastatin myotoxicity; C2C12 myotubes + simvastatin, ATP luminescence, 48 h; scaled: DMSO 0, geranylgeraniol control 100; rescue of ATP level, % at 7.49 µM; hit rate 0.78% among 330,000;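 active means mean ATP rescue above about 67%, or every replicate alone reaching that limit, limit read from the data, passing the limit was not always enough; inconclusive means no clear call, values can overlap the other calls; inactive means mean under the limit and some replicate under it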;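 further: myotubes were challenged with 10 µM simvastatin during compound exposure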
# Active calls of the source: *; ? = inconclusive; nt = not tested or not shown; & = joins results of further samples.
smiles,ARNT TACC3 PPI,PAX8 inh HTS,Cneo AK release,PGC1a acetyl inh,PglD inh,LGR2 antag,INS-1E GSIS act,Statin myotox sup
CC(C)NC(=O)N1[C@H](CO)[C@@H]2c3ccccc3N(C(=O)Nc3ccc(Cl)cc3)C[C@@H]21,-4,1,-7,-7,0,1,-10,-1
CCn1c(O)c(C=NC2CCCC(C)C2C)sc1=S (stereo unspecified),9,-77,nt,nt,nt,-81,-22,nt
Cc1noc(C)c1S(=O)(=O)Nc1ccc2c(c1)C(=O)N([C@H](C)CO)C[C@@H](C)[C@H](CN(C)C(=O)Cc1ccccc1)OCCCC[C@@H](C)O2,-3,6,-1,-6,-3,-8,-22,54
COc1ccc(-c2cnc3c(c2)C(=O)N([C@H](C)CO)C[C@@H](C)[C@H](CN(C)C(=O)C2CCC2)O3)cc1,2,nt,-1,?,2,12,-6,2
CN1CCN(S(=O)(=O)c2ccc(N3CCN(C(c4ccccc4)c4ccccc4)CC3)nc2)CC1,-8,1,-1,27,3,19,-3,-16
N#CC1(NC(=O)CSc2nnc(-c3ccccc3F)o2)CCCCC1,-2,3,nt,nt,nt,1,-2,-2
Cc1nnc(NC(=O)CCS(=O)(=O)Cc2ccccc2)s1,-5,9,-1,-3,-2,-9,7,-9
Cc1ccc(S(=O)(=O)Nc2ccc3c(c2)C(=O)N([C@@H](C)CO)C[C@H](C)[C@H](CN(C)C(=O)Cc2ccccc2)OCCCC[C@H](C)O3)cc1,11,25,23,3,3,7,-28,nt
COc1ccc(S(=O)(=O)N2CCC(C(=O)NCC(c3cccs3)N(C)C)CC2)cc1 (stereo unspecified),-3,-5,-1,-1,-7,nt,nt,-1
C[C@@H]1CCC(=O)N(C[C@@H](C)CSc2ccccc2)CC1,-3,-8,-6,nt,3,-25,nt,10
COc1ccc(OC)c(C2=NOC(C(=O)Nc3cc(C)nn3-c3ccccc3)C2)c1 (stereo unspecified),21,2,0,7,-4,nt,nt,15
CN(Cc1ccc(Cl)cc1Cl)C(=O)Cc1ccc(S(=O)(=O)N2CCOCC2)s1,nt,14,5,6,2,12,-43,11
Cc1ccc(S(=O)(=O)N[C@@H]2C=C[C@H](CC(=O)NCCc3ccncc3)O[C@@H]2CO)cc1,nt,-12,6,3,-1,16,-2,0
COC(=O)C(C)Sc1nc2ccsc2c(=O)n1Cc1ccccc1 (stereo unspecified),-8,10,0,nt,0,1,43,9
Cn1c(SSc2ccc(-c3cccnc3)n2C)ccc1-c1cccnc1,17*,-5,0,-7,1,-7,-24,-27
O=C(Nc1ccnc(-c2ccncc2)n1)c1cccs1,-13,17,nt,-3,nt,30,9,nt
CC(=O)n1nc(-c2ccccc2)nc1NCc1ccc(F)cc1,-7,-54,-1,-3,-1,nt,nt,8
C[C@@H]1CN([C@H](C)CO)C(=O)c2cc(NS(C)(=O)=O)ccc2O[C@@H](C)CCCCO[C@@H]1CN(C)C,-7,-30,0,1,3,7,13,-8
Cc1cc(Cl)ccc1NC(=S)N1CCN(Cc2ccc3c(c2)OCO3)CC1,-7,nt,0,23,-6,nt,-6,-8
C[C@H]1CN([C@@H](C)CO)C(=O)CCCn2nncc2CO[C@H]1CN(C)C,4,nt,-15,-1,0,8,-2,-2
COc1ccc(/C=N/NC(=O)c2ccc(NC(=O)C3CCCCC3)cc2)cc1O,-1,15,1,-5,1,3,3,nt
CCCCc1cc(=O)oc2cc(OC(C)C(=O)NCC3CCC(C(=O)O)CC3)c(Cl)cc12 (stereo unspecified),-3,nt,1,-3,2,11,10,4
C[C@@H]1CN([C@H](C)CO)C(=O)c2cc(NC(=O)Nc3ccc4c(c3)OCO4)ccc2O[C@@H](C)CCCCO[C@H]1CN(C)S(=O)(=O)c1ccccc1,23,31,0,-10,-1,11,-6,nt
O=C(Nc1nccs1)c1ccc(S(=O)(=O)N2CCOCC2)cc1,4,10,nt,-12,nt,-12,7,nt
COc1ccc(CN2CCNC(=O)C2CC(=O)N2CCCCO2)cc1OC (stereo unspecified),3,5,nt,nt,nt,13,-6,nt
Fc1ccc2nc3n(c2c1F)CCCCCC3,-8,nt,-1,0,-1,-1,-5,-15
Cc1noc(NS(=O)(=O)c2ccc(NC(=O)Cc3ccc([N+](=O)[O-])cc3)cc2)c1C,-5,-1,1,nt,-4,0,1,-6
CC(C)C[C@@H](CN)NC(=O)c1nc[nH]c1C(=O)N[C@@H](CC(=O)O)C(=O)CNC[C@H](C)NC(=O)c1nc[nH]c1C(=O)N[C@@H](CC(=O)O)C(=O)O,-8,12,0,0,-2,0,3,5
NC1=NC(=O)/C(=C/c2ccccc2OS(=O)(=O)c2ccc3ccccc3c2)S1,-1,nt,2,10,3,7,1,nt
CCOC(=O)c1cc(-c2ccccc2)n(CC(=O)Nc2ccc(OCC)cc2)c1C,-3,-5,-1,13,-8,1,3,nt
CS(=O)(=O)Nc1ccc2c(c1)[C@H]1C[C@@H](CC(=O)NCc3ccc(Oc4ccccc4)cc3)O[C@H](CO)[C@H]1O2,0,16,8,7,2,-6,-6,9
Nc1c(Br)cc(Br)c2c1-c1ccc([N+](=O)[O-])cc1C2,27,-8,nt,nt,nt,-43,-2,nt
CC(C)CCN1CCN(Cc2nc(-c3ccc(F)cc3)cs2)CC1CCO (stereo unspecified),-2,-4,nt,nt,nt,4,-1,nt
O=C(NCCC(=O)N1CCC2(CC1)NCCc1[nH]cnc12)c1cccc(Br)c1,-4,1,nt,nt,nt,2,7,nt
O=C(ON=C1CCN(S(=O)(=O)c2ccccc2)CC1)c1ccc(Cl)cc1,-11,12,0,-2,11,nt,nt,-5
COc1ccc(OC)c(-c2nnc(SCC(=O)NC3CCCCC3)o2)c1,nt,14,3,-15,10,4,8,20
O=[N+]([O-])c1cc([N+](=O)[O-])c2nonc2c1Nc1ccccc1O,3,24,0,9,-4,6,-7,47
Cc1ccc(C(=O)NCC(=O)Nc2cccc(S(=O)(=O)NC3=NCCCCC3)c2)cc1C,8,-2,-2,-2,-5,22,-14,-5
CSc1nc2[nH]c3c(c2c2nncn12)CC(C)(C)OC3,9,nt,-11,9,-8,nt,nt,-8
CS(=O)(=O)N1N=C(c2ccc3nccnc3c2)CC1c1ccccc1 (stereo unspecified),-2,nt,0,9,1,-33,7,-10
CC(C)Oc1cccc(C(=O)C2CCCN(C(=O)c3noc4c3CCCC4)C2)c1 (stereo unspecified),0,24,nt,nt,nt,-5,-8,nt
CC(O)(c1ccc(F)c(F)c1)c1nc(-c2cc3ccccc3o2)cs1 (stereo unspecified),nt,7,-2,4,-8,0,-16,-37
O=C(CCc1ccccc1)OCCOC(=O)CCc1ccccc1,-7,4,7,2,3,-14,13,3
Nc1nc(SCc2nc3scc(-c4ccccc4)c3c(=O)[nH]2)n[nH]1,9,nt,0,-20,-5,6,55*,2
Cc1ccc(-c2nc3ccccc3[nH]2)cc1NC(=O)c1ccc2c(c1)OCO2,-3,nt,0,-2,-3,-1,10,10
COc1cccc(CNc2nc3cc(-c4ccc(C)cc4)sc3c(=O)n2C)c1OC,nt,-16,-1,24,-1,-80,6,7
COc1cc(C(=O)Nc2ccc(OCC(=O)O)cc2)cc(OC)c1OC,-5,-6,4,nt,-1,nt,nt,nt
COc1cc(/C=C2\CCC(C)C3=C(c4cc(OC)c(OC)c(OC)c4)C(C#N)=C(N)OC32)cc(OC)c1OC (stereo unspecified),3,17,nt,nt,nt,-1,7,nt
Cc1ccc(S(=O)(=O)N(C)C)cc1NC(=O)COC(=O)/C=C/c1ccc(F)cc1,0,-17,-1,-2,-2,-3,0,27
O=C(O)c1cccc(-n2cccc2/C=C/[N+](=O)[O-])c1,2,11,nt,10,nt,11,15,-1
Cc1cc(C)c(-c2csc(NC(=O)c3cc([N+](=O)[O-])ccc3N3CCOCC3)n2)c(C)c1,5,33,nt,nt,nt,0,-18,nt
CCOC(=O)c1cc2c(OC)ccc(OC)c2n1CC(=O)c1ccccc1,-3,14,1,-20,3,-1,5,-1
CNC(=O)COC(=O)[C@@H](Nc1ccc(S(=O)(=O)N2CCOCC2)cc1[N+](=O)[O-])C(C)C,-4,18,nt,nt,nt,-7,6,nt
CCCc1ccc2oc(C(=O)N3CCN(CC(=O)NC(C)C)CC3)c(C)c2c1,-18,13,1,nt,-2,-6,-2,-6
Cc1noc(C)c1NC(=O)Nc1ccc2c(c1)C(=O)N([C@@H](C)CO)C[C@@H](C)[C@H](CN(C)C(=O)Nc1c(C)noc1C)O2,-2,-7,-1,9,-2,6,25,4
Clc1ccsc1-c1csc(-c2cccnc2)n1,-2,nt,0,10,5,nt,nt,-23

# (next part)
smiles,ARNT TACC3 PPI,PAX8 inh HTS,Cneo AK release,PGC1a acetyl inh,PglD inh,LGR2 antag,INS-1E GSIS act,Statin myotox sup
O=C(C[C@@H]1C=C[C@H](NC(=O)Nc2ccc(F)cc2)[C@@H](CO)O1)NCCN1CCCC1,-11,-4,-2,0,-3,2,0,6
COc1ccc(N(CC(=O)NC2CCCCC2)C(=O)CNC(=O)c2cccs2)cc1OC,-4,14,2,-7,-7,-19,7,-4
O=C(NCc1nc2ccccc2[nH]1)C1=C[C@H](C2CCCCC2)C[C@H](OCc2ccc(CO)cc2)O1,-3,27&2,0&0,-4,5,nt,nt,0
O=C1CC(c2ccccc2)CN1C(=O)c1ccccc1 (stereo unspecified),-11,nt,-2,9,5,nt,nt,nt
O=C(CSCc1ccc(C(=O)O)cc1)Nc1ccc2ccccc2c1,7,-25,nt,11,nt,7,-5,nt
C[C@@H]1CN([C@@H](C)CO)C(=O)c2cc(NC(=O)Cc3ccccc3)ccc2O[C@@H]1CN(C)S(=O)(=O)c1ccccc1,-5,22,-6,7,3,2,-5,5
O=S(=O)(c1cnccc1N1CCN(/N=C/c2ccc(Cl)cc2)CC1)N1CCCCC1,3,nt,-4,3,-1,nt,nt,-12
C[C@@H]1CN([C@H](C)CO)S(=O)(=O)c2ccc(C#Cc3cccnc3)cc2O[C@H]1CN(C)CC1CCCC1,9,31,5,-11,1,16,-14,4
Cc1noc(C)c1S(=O)(=O)N(C)C[C@H]1Oc2ccc(NC(=O)Nc3ccccc3)cc2CC(=O)N([C@@H](C)CO)C[C@@H]1C,nt,-22,nt,-2,nt,-16,-9,-15
CC1CCN(c2ccccc2NC(=O)c2ccc(Br)o2)CC1,3,13,7,nt,2,0,-15,-21
C/C=C/c1ccc([C@H]2[C@H]3CN(C(=O)Nc4ccc(OC)cc4)CCCCN3[C@H]2CO)cc1,2,-18,0,2,-1,12,-17,nt
Cn1c(C(=O)OC(C(=O)NCC2CCCO2)c2cccnc2)cc2sccc21 (stereo unspecified),-1,14,nt,nt,nt,2,8,nt
CN1CCN(c2ccc(CNC(=O)c3cccc4c(-c5ccc(F)c(F)c5)coc34)cc2)CC1,nt,nt,6,-18,-3,nt,nt,-18
COc1ccc(NC(=O)Nc2ccc3c(c2)C(=O)N([C@H](C)CO)C[C@H](C)[C@@H](CN(C)CC2CC2)OCCCC[C@@H](C)O3)cc1,4,-5,9,3,-8,13,6,nt
